Assay outcomes from PubChem.
ssDAF12 agonist: activates DAF-12 receptor from parasite S. stercoralis; activation, % at 6.8 µM; actives 1% (n = 370,000); HEK293 ssDAF-12/GRIP1 lit1-tk-luc reporter, luminescence; % of 3 µM dafachronic acid response;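 active = activation above the mean over all tested compounds plus 3 SD, cut at about 0.9% in these data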;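 note: 0% = DMSO-only wells and 100% = 3 µM delta7-dafachronic acid wells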
hcDAF12 agonist: activates DAF-12 receptor from parasite H. contortus | HEK293 hcDAF-12 lit1-tk-luc reporter, luminescence; 0% DMSO, 100% Δ7-dafachronic acid | activation, % at 6.8 µM | actives 1.4% (n = 370,000) | AID 652067;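 active = activation above the mean of all tested compounds plus 3 SD, cut at about 5.5% in these data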;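 note: 100% = response to 3 µM Δ7-dafachronic acid high control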
GC-B act: GC-B (human) receptor activation | P20594 | activation, % at 10 µM | actives 0.11% (n = 370,000) | HEK293-GC-B cells, CNP EC30, cGMP TR-FRET; 0% at EC30 CNP, 100% saturating CNP;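 active = activation at 10 µM reaching about 35% in either raw or pattern-adjusted values, limit read from the data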
DAX1 inh-1: inhibitors of DAX1 repression of SF-1 activated StAR promoter; HEK293T StAR-luciferase reporter, SF-1/DAX-1 repression relief; inhibition, % at 6.8 µM; actives 1.1% (n = 370,000); AID 652010;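 active = inhibition above the mean over all tested compounds plus 3 SD, cut at about 3.6% in these data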;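 note: 0% = DAX-1 cells with DMSO and 100% = cells lacking DAX-1 with DMSO; higher inhibition means more luminescence from relief of DAX-1 repression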
sPLA2-III inh: Blocks human group III sPLA2 activity; Q9NZ20; QFRET BODIPY PC-A2 liposome hydrolysis, fluorescence; inhibition, % at 12.2 µM; actives 0.56% (n = 370,000);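 active = inhibition above mean plus 3 SD of compounds lying within the high and low control bounds, cut at about 19% in these data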;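 note: 0% = median of test compound wells and 100% = no enzyme DMSO wells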
Target sequence (Q9NZ20 whole entry, looked up): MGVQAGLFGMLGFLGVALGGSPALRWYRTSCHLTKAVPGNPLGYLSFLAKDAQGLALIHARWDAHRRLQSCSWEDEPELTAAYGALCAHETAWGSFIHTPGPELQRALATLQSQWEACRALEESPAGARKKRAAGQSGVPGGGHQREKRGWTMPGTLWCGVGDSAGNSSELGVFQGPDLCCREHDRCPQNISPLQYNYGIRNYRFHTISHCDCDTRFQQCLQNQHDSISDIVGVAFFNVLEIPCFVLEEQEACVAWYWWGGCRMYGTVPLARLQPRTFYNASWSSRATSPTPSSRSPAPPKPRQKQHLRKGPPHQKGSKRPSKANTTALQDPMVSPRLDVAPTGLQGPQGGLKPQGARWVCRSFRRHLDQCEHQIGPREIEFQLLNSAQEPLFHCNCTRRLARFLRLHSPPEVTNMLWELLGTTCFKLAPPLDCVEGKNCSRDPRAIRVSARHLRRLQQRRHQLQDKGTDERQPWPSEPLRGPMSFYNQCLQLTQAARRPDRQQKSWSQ
GAA850 FXN act: increases GAA850 frataxin promoter reporter activity | HEK293 lucGAA850 FXN promoter luciferase reporter, 24 h; percent of 10 µM SAHA response | AID 540364 | activation, % at 6 µM | actives 0.56% (n = 360,000);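 active = activation above the average of all compounds screened plus 3 SD, cutoff fixed separately per campaign, cut at about 7.5% in these data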;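 note: 0% = DMSO wells and 100% = 10 µM SAHA wells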
ADAM10 inh: ADAM10 inhibition, QFRET primary screen. actives 0.62% (n = 370,000). inhibition, % at 7 µM. O14672. recombinant ADAM10, EDANS/DABCYL FRET peptide cleavage, 3 h;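 active = inhibition above a per-campaign cutoff equal to the mean of compounds falling between control-based bounds plus 3 SD, cut at about 20% in these data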;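 note: 0% = DMSO wells while the 100% control is not disclosed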
Target sequence (O14672 214-748 limits assumed): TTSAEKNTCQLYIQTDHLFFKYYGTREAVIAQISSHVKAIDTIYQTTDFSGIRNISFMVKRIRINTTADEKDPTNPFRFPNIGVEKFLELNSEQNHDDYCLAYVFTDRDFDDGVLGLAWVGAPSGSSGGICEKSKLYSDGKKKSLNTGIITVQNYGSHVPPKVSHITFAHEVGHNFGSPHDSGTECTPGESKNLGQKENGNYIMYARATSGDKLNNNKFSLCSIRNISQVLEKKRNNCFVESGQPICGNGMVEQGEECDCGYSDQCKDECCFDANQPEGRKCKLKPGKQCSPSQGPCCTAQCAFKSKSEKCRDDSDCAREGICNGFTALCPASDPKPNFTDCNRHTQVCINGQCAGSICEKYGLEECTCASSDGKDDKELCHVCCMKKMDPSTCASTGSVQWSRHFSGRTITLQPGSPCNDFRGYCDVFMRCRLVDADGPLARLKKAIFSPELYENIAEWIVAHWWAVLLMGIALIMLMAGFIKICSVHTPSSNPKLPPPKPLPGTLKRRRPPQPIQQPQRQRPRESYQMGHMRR
hgDAF-12 ag: agonists of H. glycines DAF-12 nuclear receptor; HEK293 GAL4-hgDAF12 UAS-luciferase reporter, agonist luminescence; normalized to butyrate control; activation, % at 6.8 µM; actives 1.8% (n = 370,000);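 active = activation above a cutoff set at the mean of all screened compounds plus 3 SD, cut at about 10% in these data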;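 note: 0% = DMSO wells and 100% = sodium butyrate wells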
DAX1 inh-2: inhibits human nuclear receptor DAX1 | HEK293 Gal4-DAX1 luciferase reporter, luminescence | AID 504766 | inhibition, % at 6.75 µM | actives 0.99% (n = 340,000) | P51843;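 active = inhibition above the mean over all tested compounds plus 3 SD, cut at about 4.2% in these data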;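 note: 0% = DAX1-transfected cells with DMSO and 100% = empty-vector control cells with DMSO; inhibition shows as a rise in luminescence from relieved DAX1 repression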
GC-A act: GC-A (human) enzyme activation. activation, % at 10 µM. HEK293 GC-A cells, cGMP TR-FRET, EC30 ANP; 0% at EC30 ANP, 100% saturating ANP. actives 0.14% (n = 370,000). P16066. AID 1671463; in the data active = activation above about 40%
SMARCA2 activ: SMARCA2 function activation, primary screen; MG213 cells, MMTV-luciferase reporter, dexamethasone, overnight; activation, % at 9.1 µM; actives 1% (n = 370,000); AID 652017; in the data active = activation above about 7.8%;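 note: 0% = vehicle wells and 100% = reference activator wells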
Numbers without * were called inactive; i = inactive; nt = no result given.

entry	SMILES	GC-A act	sPLA2-III inh	hgDAF-12 ag	DAX1 inh-1	hcDAF12 agonist	ssDAF12 agonist	GC-B act	DAX1 inh-2	ADAM10 inh	SMARCA2 activ	GAA850 FXN act
1	CCc1ccc(C2C(C#N)=C(N)OC3=C2C(=O)CCC3)s1 (centres undefined)	-1	3	-0.2	-0.5	-1.7	-0.7	-3	1.1	-2	3	1.2
2	CCOc1ccc(NC(=O)CCS(=O)(=O)c2cccc3nsnc23)cc1	-3	3	-0.2	-0.7	-0.8	-0.4	5	1.1	-8	-1	-1.7
3	CCOc1ccc(-c2nnc3ccc(SCC(=O)Nc4nc5ccccc5s4)nn23)cc1	-11	-39	-5.6	-0.9	-3.9	-1.1	-4	-0.5	-38	2	-1.8
4	O=C(Nc1ccc(O)cc1)c1ccc(NC(=O)c2cccs2)cc1	2	-13	4.0	0.0	1.6	-1.5	-5	0.3	-13	4	0.8
5	Cc1c(N=Cc2c(O)n(C3CCCCC3)c(=O)[nH]c2=O)c(=O)n(-c2ccccc2)n1C	2	6	-0.4	1.0	-0.5	-0.9	5	-0.4	10	0	-0.4
6	COC(=O)COc1cccc2c(=O)n(CC(=O)Nc3ccc4c(c3)OCCO4)ccc12	3	4	-1.0	-0.2	-1.3	-1.1	-3	0.0	-16	-3	-0.7
7	Cc1ccnc(NC(=O)Cc2ccc(F)cc2)n1	0	5	-0.3	-0.1	-0.6	-1.0	-1	2.8	3	-4	-0.5
8	CC(C)C[C@@H](CNCC(=O)[C@H](C)NC(=O)c1[nH]cnc1C(=O)N[C@@H](C)CN)NC(=O)c1nc[nH]c1C(=O)N[C@@H](Cc1ccccc1)C(=O)O	3	7	-0.1	-0.3	-2.2	-1.1	4	0.3	-10	-2	1.0
9	COc1ccc(C2/C=C\CN(S(=O)(=O)c3cccc4cccnc34)CC(=O)N2Cc2ccc(F)cc2)cc1 (centres undefined)	-3	-1	0.2	0.7	-0.2	-1.3	-3	-0.7	-1	1	-3.5
10	CC(O)[C@H]1CNCCN1CCc1cccc2ccccc12 (some centres undefined)	1	0	2.6	-0.6	-0.5	-1.2	-1	0.2	1	-1	0.6
11	O=C(OCc1nc2scc(-c3ccccc3)c2c(=O)[nH]1)c1cccc([N+](=O)[O-])c1	-8	-1	-2.6	-0.4	-3.0	-1.2	-3	-0.1	2	-4	2.0
12	COc1cc(C2C(C(C)=O)=C(O)C(=O)N2CCc2ccc(OC)c(OC)c2)ccc1O (centres undefined)	2	-5	1.4	-0.2	-0.1	-0.8	2	-0.3	0	2	2.3

(more compounds)
entry	SMILES	GC-A act	sPLA2-III inh	hgDAF-12 ag	DAX1 inh-1	hcDAF12 agonist	ssDAF12 agonist	GC-B act	DAX1 inh-2	ADAM10 inh	SMARCA2 activ	GAA850 FXN act
13	O=C(CC(Cc1ccccc1)c1ccco1)NC1CCCCC1 (centres undefined)	-6	-6	0.0	0.9	-1.5	-1.3	3	-1.0	-18	1	-1.1
14	COc1ccc(/C=C(\C#N)C(=O)OCC(=O)NC(=O)NCCC(C)C)cc1	-1	3	0.4	0.9	-1.5	-1.9	-4	1.6	-3	-2	-1.0
15	CCOC(=O)C1(C)CCCN1C(=O)c1ccc(C(F)(F)F)nc1C (centres undefined)	4	-2	-0.6	-0.1	-0.2	-0.5	6	nt	-2	-3	-1.0
16	CC(=O)N1c2ccc(S(=O)(=O)N3CCC(C(=O)Nc4cc(C)ccn4)CC3)cc2CC1C (centres undefined)	0	0	-0.8	-0.7	-1.5	-1.0	0	-1.1	5	-1	-1.5
17	Cc1ccc(SCC(=O)NCC2COc3ccccc3O2)cc1 (centres undefined)	-2	-9	-0.6	-0.5	-0.9	-1.1	-3	0.7	2	-1	-0.6
18	COC(=O)c1cc(NC(=O)c2c(-c3ccccc3)noc2C)ccc1N1CCOCC1	0	1	1.6	-0.6	-2.6	-0.5	2	-0.1	-13	-4	2.7
19	O=C(N/N=C/C=C/c1ccco1)c1ccccc1Cl	3	-5	-3.6	-0.6	-1.7	-0.8	-2	-2.0	2	6	2.7
20	CCN1C(=O)[C@H]2[C@@H](c3ccc(C)cc3)N3C(=O)N(c4ccc(C)cc4)C(=O)[C@@]3(C)[C@H]2C1=O	-1	-4	2.1	0.4	-0.3	-1.0	3	0.5	5	1	1.0
21	CCn1c(SCC(=O)N/N=C/c2c[nH]c3ccccc23)nnc1-c1ccc(C(C)(C)C)cc1	1	-20	-3.2	-1.7	0.2	-0.9	-2	-2.6	14	-1	-1.4
22	Nc1nc(SCc2ccccn2)c2ncn(C3OC(CO)C(O)C3O)c2n1 (centres undefined)	0	7	-0.1	-0.3	0.0	-1.4	1	0.3	-6	-4	-0.3
23	CCOc1ccc(NC(=O)c2ccccc2SC)cc1	8	3	2.9	0.7	-1.7	-0.8	3	3.1	0	4	5.5
24	CC(=O)Nc1cccc(-c2ccnc3c2CC(C)(C(=O)NCc2ccc(F)c(F)c2)O3)c1 (centres undefined)	-5	-12	-0.7	-3.7	-2.8	-1.9	-4	nt	-4	-3	-3.6

Remaining list, next part
entry	SMILES	GC-A act	sPLA2-III inh	hgDAF-12 ag	DAX1 inh-1	hcDAF12 agonist	ssDAF12 agonist	GC-B act	DAX1 inh-2	ADAM10 inh	SMARCA2 activ	GAA850 FXN act
25	CC1CCCN(C(=O)C2CCN(CCCc3ccccc3)CC2)C1 (centres undefined)	3	-3	2.8	0.6	-0.1	-1.4	1	nt	-1	1	nt
26	Cc1cc(C(=O)NNC(=O)Cc2ccc(Cl)cc2)c(C)o1	2	-9	2.2	-0.1	-1.9	-0.8	-5	1.0	7	0	1.8
27	Fc1ccc(COc2ccccc2CNc2nn[nH]n2)cc1	-1	-14	-0.3	0.1	-0.2	-1.5	11	0.8	-1	0	1.1
28	COc1ccc2cc3cc(C(=O)NCCN4CCN(Cc5ccccc5)CC4)oc3nc2c1	2	-13	0.3	-1.2	-2.1	-1.9	-4	-2.0	i	1	-0.8
29	COc1ccc(C(CNC(=O)COc2ccc(F)cc2Br)N2CCCC2)cc1 (centres undefined)	-29	-5	-1.0	-0.2	-1.0	-0.6	-15	-0.1	-1	0	-0.9
30	CCS(=O)(=O)N1CCC(C(=O)NCc2ccc(F)cc2)CC1	2	2	3.4	0.1	0.5	-0.7	-2	1.1	9	-4	1.9
31	Cc1cc(C)cc(CC(=O)N2CCC2(C)C(=O)NS(=O)(=O)c2cc(C)ccc2F)c1 (centres undefined)	1	5	0.3	2.1	-1.2	-1.1	0	nt	-9	-2	-0.9
32	O=[N+]([O-])c1ccc(/C=N/n2cn[nH]c2=S)cc1	0	3	8.3	0.3	2.3	-0.7	-1	1.4	1	0	2.0
33	O=C(O)COc1ccc(C(=O)c2ccccc2)cc1	0	3	3.8	0.3	0.9	-0.6	1	2.8	-4	-2	1.1
34	COc1cccc(-c2noc(CCC(=O)NC3CCCC3)n2)c1	-3	3	0.3	-0.6	-2.8	-1.2	-6	-0.2	-1	0	0.1
35	Cc1cc(C)n(CC(=O)NCCC2=CCCCC2)n1	0	5	2.5	0.1	-0.8	-0.8	0	0.8	-3	-2	1.6
36	CC(C)C(=O)N1CCCC1(C)C(=O)NCc1ccc(Cl)cc1 (centres undefined)	3	5	-0.2	0.8	2.7	-1.2	2	nt	-1	2	0.1

More structures
entry	SMILES	GC-A act	sPLA2-III inh	hgDAF-12 ag	DAX1 inh-1	hcDAF12 agonist	ssDAF12 agonist	GC-B act	DAX1 inh-2	ADAM10 inh	SMARCA2 activ	GAA850 FXN act
37	CCCS(=O)(=O)N1CCCC(C(=O)N2CCCCC2)C1 (centres undefined)	0	-1	0.6	0.3	-0.7	-1.1	8	1.8	0	-2	1.8
38	CCc1cccc(CC)c1NC(=O)CSc1nnc(C(C)C)n1CC	3	-2	-2.4	-0.3	-0.1	-1.2	4	-0.6	-5	2	-1.3
39	Nc1nc(NCc2ccco2)nc(NCCO)c1[N+](=O)[O-]	6	1	-3.1	0.0	-0.3	-1.5	-3	-3.0	2	-2	1.7
40	COCCCN(C(C)=O)c1nc(-c2ccc(OC)cc2)cs1	2	1	2.1	-1.0	-0.4	-1.6	-8	-0.9	-3	-3	-0.7
41	Cc1cccc([C@@H]2[C@@H]3C(=O)N(Cc4ccccc4)C(=O)[C@@H]3[C@]3(C)C(=O)N(c4cccc(Cl)c4)C(=O)N23)c1	-18	-10	2.5	-0.7	0.8	-0.9	-19	0.2	8	1	-6.5
42	Cc1cccc(C(=O)OCC(=O)N2CCCCCC2)c1	3	1	2.7	0.8	-0.2	-0.3	0	0.1	-11	2	3.4
43	COc1cc(CCCN2CCNC[C@@H]2CC2CCCCC2)cc(OC)c1OC	-4	1	-0.9	1.1	0.3	-0.8	-10	-0.1	5	2	-1.1
44	Cc1c(NC(=O)C2CCCN(S(=O)(=O)c3cnc[nH]3)C2)c(=O)n(-c2ccccc2)n1C (centres undefined)	1	6	0.1	-0.1	-0.9	-1.2	-16	0.4	-11	-1	-1.7
45	COC(=O)C1=C(C)N(CCCC(=O)O)C(=O)NC1c1ccc(OC)cc1 (centres undefined)	3	9	0.7	0.1	-1.9	-1.2	1	1.6	4	0	2.0
46	CS(=O)(=O)NNC(=O)Cn1nnc(-c2cc(C(F)(F)F)cc(C(F)(F)F)c2)n1	5	-27	0.0	0.4	-0.8	-1.0	4	nt	7	5	0.3
47	CCNc1nnc(-c2ccc(C)cc2)o1	3	6	8.6	1.4	0.5	-0.4	-1	-0.1	-11	5	2.8
48	CCC(C)[C@@H](C(=O)N1CCNCC1)n1cc(CCCCN)nn1 (some centres undefined)	-3	10	-0.4	0.5	-1.0	-1.2	9	2.3	-7	-1	-1.1
49	Cn1c(SCc2cccnc2)nc2cccnc21	0	8	-0.4	-0.2	-0.8	-0.5	3	1.1	-10	-3	1.1

3 structures already listed, ordered by SMILES length, descending.
entry	SMILES	GC-A act	sPLA2-III inh	hgDAF-12 ag	DAX1 inh-1	hcDAF12 agonist	ssDAF12 agonist	GC-B act	DAX1 inh-2	ADAM10 inh	SMARCA2 activ	GAA850 FXN act
46	CS(=O)(=O)NNC(=O)Cn1nnc(-c2cc(C(F)(F)F)cc(C(F)(F)F)c2)n1	5	-27	0.0	0.4	-0.8	-1.0	4	nt	7	5	0.3
45	COC(=O)C1=C(C)N(CCCC(=O)O)C(=O)NC1c1ccc(OC)cc1 (centres undefined)	3	9	0.7	0.1	-1.9	-1.2	1	1.6	4	0	2.0
47	CCNc1nnc(-c2ccc(C)cc2)o1	3	6	8.6	1.4	0.5	-0.4	-1	-0.1	-11	5	2.8
